hgDAF12 agonist – agonists of H. glycines DAF-12 nuclear receptor; activation, % at 6.8 µM; 370,000 compounds, 1.8% hits; HEK293 GAL4-hgDAF12 UAS-luciferase reporter, agonist luminescence; normalized to butyrate control;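 active means activation above a cutoff set at the mean of all screened compounds plus 3 SD, cut at about 10% in these data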;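 further: 0% = DMSO wells and 100% = sodium butyrate wells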
hcDAF12 agonist – H. contortus DAF-12 activation, primary screen; HEK293 hcDAF-12 lit1-tk-luc reporter, luminescence; 0% DMSO, 100% Δ7-dafachronic acid; activation, % at 6.8 µM; 370,000 compounds, 1.4% hits;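 active means activation above the mean of all tested compounds plus 3 SD, cut at about 5.5% in these data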;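 further: 100% = response to 3 µM Δ7-dafachronic acid high control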
SMARCA2 activ – activators of SMARCA2 function. MG213 cells, MMTV-luciferase reporter, dexamethasone, overnight. activation, % at 9.1 µM. 370,000 compounds, 1% hits; in the data active means activation above about 7.8%;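 further: 0% = vehicle wells and 100% = reference activator wells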
PG9 binder – PG9 antibody binding by small molecule | AID 624416 | inhibition, % at 6.7 µM | 360,000 compounds, 0.43% hits | TR-FRET gp120-PG9 antibody binding; in the data active means inhibition above about 8.5%
ssDAF12 agonist – activators of S. stercoralis DAF-12 nuclear receptor | HEK293 ssDAF-12/GRIP1 lit1-tk-luc reporter, luminescence; % of 3 µM dafachronic acid response | activation, % at 6.8 µM | 370,000 compounds, 1% hits | AID 652126;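 active means activation above the mean over all tested compounds plus 3 SD, cut at about 0.9% in these data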;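 further: 0% = DMSO-only wells and 100% = 3 µM delta7-dafachronic acid wells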
GAA850 FXN act – activators of GAA850 frataxin (FXN) promoter; HEK293 lucGAA850 FXN promoter luciferase reporter, 24 h; percent of 10 µM SAHA response; activation, % at 6 µM; AID 540364; 360,000 compounds, 0.56% hits;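 active means activation above the average of all compounds screened plus 3 SD, cutoff fixed separately per campaign, cut at about 7.5% in these data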;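 further: 0% = DMSO wells and 100% = 10 µM SAHA wells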
PLCb3 inh – PLC-beta3 (human) inhibition, primary screen | Q01970 | Purified PLC-beta3, fluorogenic substrate, fluorescence | inhibition, % at 12.2 µM | 370,000 compounds, 0.18% hits | AID 720704; in the data active means inhibition above about 11%;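 further: 0% = median of compound wells on plate and 100% = full blocker control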
DAX1 inh-1 – inhibits human nuclear receptor DAX1. 340,000 compounds, 0.99% hits. inhibition, % at 6.75 µM. HEK293 Gal4-DAX1 luciferase reporter, luminescence. AID 504766. P51843;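 active means inhibition above the mean over all tested compounds plus 3 SD, cut at about 4.2% in these data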;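 further: 0% = DAX1-transfected cells with DMSO and 100% = empty-vector control cells with DMSO; inhibition shows as a rise in luminescence from relieved DAX1 repression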
Target sequence (P51843 207-470 limits assumed): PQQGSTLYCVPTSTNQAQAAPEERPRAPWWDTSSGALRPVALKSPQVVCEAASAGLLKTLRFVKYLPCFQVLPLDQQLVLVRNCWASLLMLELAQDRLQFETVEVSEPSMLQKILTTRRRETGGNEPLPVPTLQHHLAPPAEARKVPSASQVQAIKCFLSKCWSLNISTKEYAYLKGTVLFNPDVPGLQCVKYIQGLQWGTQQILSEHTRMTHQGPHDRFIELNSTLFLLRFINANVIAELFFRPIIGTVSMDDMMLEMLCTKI
Rev-erbA mod – modulates human Rev-erb alpha binding to DNA | P20393 | Rev-erbα–FITC-DNA binding, fluorescence polarization, 90 min | activity, % at 10 µM | 370,000 compounds, 0.79% hits | AID 1259318;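 active means activity above about 14%, limit read from the data; passing the limit was not always enough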;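 further: 0% = DMSO wells with 35 nM protein and 100% = DMSO wells with 750 nM protein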
Target sequence (P20393 whole entry, looked up): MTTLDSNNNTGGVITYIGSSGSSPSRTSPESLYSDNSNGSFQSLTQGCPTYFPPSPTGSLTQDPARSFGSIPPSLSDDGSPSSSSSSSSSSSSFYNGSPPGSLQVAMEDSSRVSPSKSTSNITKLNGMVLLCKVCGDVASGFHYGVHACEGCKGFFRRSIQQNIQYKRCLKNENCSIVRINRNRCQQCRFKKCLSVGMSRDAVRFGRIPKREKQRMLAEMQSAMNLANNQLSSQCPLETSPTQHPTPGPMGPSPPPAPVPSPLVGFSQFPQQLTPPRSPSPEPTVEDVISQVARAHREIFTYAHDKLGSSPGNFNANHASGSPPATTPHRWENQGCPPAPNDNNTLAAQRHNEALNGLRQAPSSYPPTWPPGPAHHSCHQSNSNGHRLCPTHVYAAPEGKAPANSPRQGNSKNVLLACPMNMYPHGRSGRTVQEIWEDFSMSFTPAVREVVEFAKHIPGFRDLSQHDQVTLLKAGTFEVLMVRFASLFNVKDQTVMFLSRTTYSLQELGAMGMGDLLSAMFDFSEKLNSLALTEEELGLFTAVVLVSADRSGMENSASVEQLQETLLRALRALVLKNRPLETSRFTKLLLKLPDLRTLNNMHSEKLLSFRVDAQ
DAX1 inh-2 – inhibitors of DAX1 repression of SF-1 activated StAR promoter; HEK293T StAR-luciferase reporter, SF-1/DAX-1 repression relief; inhibition, % at 6.8 µM; 370,000 compounds, 1.1% hits; AID 652010;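 active means inhibition above the mean over all tested compounds plus 3 SD, cut at about 3.6% in these data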;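 further: 0% = DAX-1 cells with DMSO and 100% = cells lacking DAX-1 with DMSO; higher inhibition means more luminescence from relief of DAX-1 repression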
sPLA2-III inh – Blocks human group III sPLA2 activity. Q9NZ20. QFRET BODIPY PC-A2 liposome hydrolysis, fluorescence. inhibition, % at 12.2 µM. 370,000 compounds, 0.56% hits;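 active means inhibition above mean plus 3 SD of compounds lying within the high and low control bounds, cut at about 19% in these data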;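 further: 0% = median of test compound wells and 100% = no enzyme DMSO wells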
Numbers without * were called inactive; x = no result given.

SMILES	hgDAF12 agonist	hcDAF12 agonist	SMARCA2 activ	PG9 binder	ssDAF12 agonist	GAA850 FXN act	PLCb3 inh	DAX1 inh-1	Rev-erbA mod	DAX1 inh-2	sPLA2-III inh
Cc1ccc([N+](=O)[O-])cc1N/C=C/C(=O)c1ccco1	7.2	8.1*	1	-1.7	-0.1	9.3*	-5	1.4	7	1.6	-4
Cc1nn(C(C)C(=O)NCCN2CCCCCC2)c(=O)c2nn(-c3ccccc3)c(C)c12 (stereo not given)	2.2	1.7	5	-2.1	-0.9	1.0	1	1.2	5	1.0	2
Cc1ccc(N(C(=O)CCC(=O)Nc2cc(C)on2)C(C(=O)NC2CCCC2)c2cccs2)cc1 (stereo not given)	-2.8	-1.3	-4	-0.6	-1.3	-1.3	3	-0.6	2	-0.6	-13
CCCN1C(=O)SC(CC(=O)Nc2cccc3ccccc23)C1=O (stereo not given)	0.7	0.9	-1	0.6	-0.7	1.7	-3	1.7	-3	-0.7	-3
C=CCN1C(=O)C(Cc2ccccc2)SC1=Nc1ccc(C(=O)O)cc1 (stereo not given)	-1.8	-1.7	0	-0.6	-1.8	-0.1	0	0.6	-6	-0.4	0
CCOc1ccc(NC(=O)CC2C(=O)N(c3ccc(OC)cc3)C(=O)N2CCc2cccs2)cc1 (stereo not given)	-1.4	-0.6	-2	3.3	-0.4	0.5	-1	0.5	1	-0.6	-18
CN(C)c1ccc(C(CNC(=O)c2ccc(F)cc2)c2c[nH]c3ccccc23)cc1 (stereo not given)	-0.3	4.2	1	-2.0	-0.5	2.0	0	-0.8	1	-0.1	-8
Cc1ccc2[nH]c(=O)c(-c3nc4ccccn4c3NCc3ccco3)cc2c1	3.5	0.9	6	-5.0	-0.7	3.6	-19	1.2	-2	1.0	-2
CCCCc1cc(=O)oc2cc(OC3CCCCC3=O)ccc12 (stereo not given)	1.1	1.0	-1	0.4	-1.4	-0.7	-5	1.0	0	0.1	0
O=C(/C=C/c1ccc(Br)cc1)c1ccco1	3.2	-3.5	2	-3.3	-1.8	4.3	2	-1.1	0	-0.3	-2
CCOc1ccc(-c2n[nH]c(C)c2Oc2ccc(OC)cc2)c(O)c1	-0.6	2.5	1	0.5	-1.2	-0.6	0	-0.7	-3	-0.6	-36
Cc1ncc2c(c1OC(=O)c1ccc([N+](=O)[O-])cc1)COC(C)(C)OC2	2.1	-1.4	0	-0.5	-0.7	1.8	-2	1.7	3	-0.2	1
Cc1ccc(C)c(NC(=O)Cn2nc(C(F)(F)F)cc2C2CC2)c1	-1.1	0.4	-2	1.7	-1.4	0.7	6	-0.1	-1	-0.5	0
COCCNC(=O)C(c1ccc(O)cc1)N(Cc1ccccc1)C(=O)CCC(=O)Nc1ccccn1 (stereo not given)	-0.3	0.7	-2	2.7	-0.6	0.4	-6	-1.4	5	-0.3	-3
Cc1ccc(SCc2[nH]nc3c2C(c2ccco2)C(C#N)=C(N)O3)cc1 (stereo not given)	0.7	-1.9	1	0.2	-1.6	1.9	-2	0.3	1	0.0	-13
COC(=O)C1=C(C)N(C)C(C)=C(C(=O)OC)C1c1ccccn1	-1.1	0.1	0	-2.0	-1.1	0.5	-3	1.1	-6	-0.4	1
Cn1c(=O)[nH]c(=O)c2c1nc(N1CCCCC1)n2CCSc1ncccn1	-0.1	0.1	-1	0.2	-1.4	1.3	3	0.8	2	2.1	-2
COc1ccc(CCC(=O)OCC(=O)Nc2ccccc2)cc1	3.0	0.5	0	0.9	-0.4	5.1	-9	-0.4	-5	0.1	5
COc1cc2c(cc1OC)C(C)N(S(=O)(=O)c1cn(C)c(C)n1)CC2 (stereo not given)	-0.1	-0.7	1	1.9	-2.1	2.0	-7	x	-5	0.0	6
COc1ccc(Cn2c(=S)[nH]c3cc(OC)c(OC)cc3c2=O)cc1	0.3	-0.4	1	-0.8	-2.2	0.8	-1	-0.2	7	-0.5	6
CCOC(=O)c1c(N)sc2c(OC)c(Br)ccc12	3.3	-0.2	-2	2.2	-1.3	-0.1	-2	-0.6	7	-0.3	-1
CC(C)Cc1nnc(NC(=O)CN2C(=O)NC3(CC(C)CC(C)(C)C3)C2=O)s1 (stereo not given)	-1.4	-0.6	-1	-0.8	-1.1	0.2	-1	0.5	4	-1.4	-13
NS(=O)(=O)c1ccc(CNC(=S)Nc2ccc(Cl)c(Cl)c2)cc1	-2.7	-1.5	-1	4.5	-1.3	0.5	-9	0.1	-1	-0.7	-30
COc1ccc(C(=O)c2[nH]c(N)c(C(=O)NCCc3c[nH]c4ccccc34)c2-c2ccc(Br)cc2)cc1	0.2	2.6	-6	2.7	0.9	x	-25	x	-6	1.4	-71
CC(C)=CCN1CCN(C/C(Cl)=C/c2ccccc2)CC1CCO (stereo not given)	-1.4	-0.5	-1	-1.5	-1.3	1.6	-10	1.2	9	-0.4	4
O=Cc1ccc(OCc2ccc3ccccc3c2)cc1	12*	3.0	8.2*	-1.3	-0.4	-4.6	-1	-0.5	0	0.8	-2
CC(C)n1cc(-c2ccc(Cl)cc2)cc(C#N)c1=O	2.0	0.5	-1	-0.1	-0.8	1.1	-8	-0.5	-1	-0.3	-1
O=C1NC(=O)/C(=C\c2ccccc2OCc2cccc([N+](=O)[O-])c2)N1	0.7	-2.5	1	-3.4	-1.6	-0.3	4	-0.8	-4	-1.5	-15
CN(Cc1ccccc1)c1cc2c(c3c1ccn3C)C1CCC2O1 (stereo not given)	-0.2	0.9	-4	-2.2	-0.7	x	-53	x	3	-1.1	4
O=C(Nc1ccc(Nc2ccncc2)cc1)c1ccc([N+](=O)[O-])cc1	-5.6	-3.3	-3	2.3	-2.1	-0.6	10	-3.0	1	-0.9	-33
CCOC(=O)/C(C#N)=C\c1ccc(OC)c(OC)c1	-1.1	-1.9	0	0.3	-2.3	0.5	-5	0.0	0	0.7	-1
CC(=O)NC(CC(=O)NCCOc1ccccc1F)c1ccccc1 (stereo not given)	-0.8	1.3	-2	0.6	-0.7	2.0	-10	1.1	-5	0.3	6
CC(=O)NC1=NN(C(C)=O)C(c2ccco2)S1 (stereo not given)	-0.3	-1.2	-2	1.8	-1.1	3.7	-1	2.7	0	-0.3	6
O=C(c1cc([N+](=O)[O-])[nH]n1)N1CCSCC1	1.1	-0.3	-1	-0.6	-2.2	0.3	-9	5.4*	2	1.9	3
COc1cccc(/C=N/Nc2ncc(C(F)(F)F)cc2Cl)c1O	-8.4	-1.1	-4	0.3	-1.6	-1.4	-11	-2.6	-5	-0.7	18
CCOc1ccc(N2CC(C(=O)NNC(=O)c3ccc(Br)cc3)CC2=O)cc1 (stereo not given)	2.0	-0.6	-3	-0.8	-1.3	-0.8	-6	0.3	-4	0.5	-11
O=C(O)c1cccc2c1C(=O)N(CC1CCCO1)C2 (stereo not given)	0.9	0.8	-3	-2.1	-1.2	1.4	0	-0.7	2	-0.3	8
CCC(CC)c1nnc(NC(=O)C2CC(=O)N(CCc3ccc(F)cc3)C2)s1 (stereo not given)	-0.1	-0.9	-3	1.0	-1.0	0.3	-4	-0.5	3	-0.4	-8
CN(C)S(=O)(=O)c1cccc(NC(=O)c2ccc(NS(=O)(=O)c3cccs3)cc2)c1	-2.5	-0.7	-2	1.4	-1.3	0.8	-5	0.6	-9	1.1	-24
CC(C(c1ccc2c(c1)OCO2)c1c(N)n(C)c(=O)n(C)c1=O)[N+](=O)[O-] (stereo not given)	5.5	-0.9	-2	1.4	-1.0	1.8	-4	1.5	0	0.0	0

Arranged by length of the SMILES (rising): some entries from above.
SMILES	hgDAF12 agonist	hcDAF12 agonist	SMARCA2 activ	PG9 binder	ssDAF12 agonist	GAA850 FXN act	PLCb3 inh	DAX1 inh-1	Rev-erbA mod	DAX1 inh-2	sPLA2-III inh
CCOC(=O)c1c(N)sc2c(OC)c(Br)ccc12	3.3	-0.2	-2	2.2	-1.3	-0.1	-2	-0.6	7	-0.3	-1
COc1cccc(/C=N/Nc2ncc(C(F)(F)F)cc2Cl)c1O	-8.4	-1.1	-4	0.3	-1.6	-1.4	-11	-2.6	-5	-0.7	18
NS(=O)(=O)c1ccc(CNC(=S)Nc2ccc(Cl)c(Cl)c2)cc1	-2.7	-1.5	-1	4.5	-1.3	0.5	-9	0.1	-1	-0.7	-30

New compounds follow.
SMILES	hgDAF12 agonist	hcDAF12 agonist	SMARCA2 activ	PG9 binder	ssDAF12 agonist	GAA850 FXN act	PLCb3 inh	DAX1 inh-1	Rev-erbA mod	DAX1 inh-2	sPLA2-III inh
NS(=O)(=O)c1ccc(CNC(=O)c2ccncc2)cc1	-0.3	-0.1	-3	-0.7	-1.3	3.0	-5	-0.4	0	-1.4	1
Cc1coc2cc3oc(=O)c(CCC(=O)N[C@@H](CCCNC(N)=O)C(=O)O)c(C)c3cc12	2.4	-0.1	0	-2.3	-1.3	0.5	-278	-0.8	3	-0.1	-2
CCOC(=O)c1ccc(N2C(=O)c3n[nH]c(-c4ccco4)c3C2c2ccc([N+](=O)[O-])cc2)cc1 (stereo not given)	-1.4	-3.1	-2	-4.3	-1.2	-6.9	6	-2.4	4	-1.3	-30
COc1ccccc1-c1ccc(=O)n(CC(=O)NC(C)(C)C)n1	-1.3	0.0	-2	0.2	-0.8	3.2	-5	0.1	2	0.0	-2
COc1ccc(C(CNC(=O)c2ccc(NS(=O)(=O)c3ccc(F)cc3)cc2)N2CCOCC2)cc1 (stereo not given)	-1.2	1.1	-2	-2.9	-0.6	0.9	-8	-0.6	-1	2.4	-8
CC1(C)CC2CC(C)(CN2C(=O)C23CCC(C)(C(=O)C2)C3(C)C)C1 (stereo not given)	-1.0	-1.0	6	-0.9	-0.6	1.6	4	-2.2	0	-0.2	-4
Cc1ccc(C)c(N2CCN(CCCNC(=O)Cn3cccc3C(=O)c3ccccc3C)CC2)c1	-3.8	-3.6	-4	-0.7	-1.7	-4.5	-6	-2.0	2	-2.1	-12
Cc1cccn2c(CN(C)C3CCCc4ccccc43)c(C(=O)N3CCOCC3)nc12 (stereo not given)	-5.1	-0.8	3	-1.8	-1.9	1.5	-3	-0.3	-2	-0.4	-2
Cc1nn(C)c(C)c1S(=O)(=O)N(CC(=O)NCCCOC(C)C)c1ccc(C(C)C)cc1	-1.5	-1.2	0	0.6	-1.5	-1.2	0	-1.2	5	-0.7	3
Cc1ccc(C)c(C(O)c2ncc(-c3ccc(C(F)(F)F)cc3)[nH]2)c1 (stereo not given)	0.4	-1.9	-3	0.0	-1.7	-0.9	1	x	3	-0.9	-7
COc1ccc(S(=O)(=O)N2CCC(C(=O)NCCc3c[nH]c4ccccc34)CC2)cc1	-1.5	-1.0	4	0.2	-1.6	2.0	-2	-1.1	3	-0.6	-57
CCOC(=O)CC1(C)Oc2ccccc2N1S(=O)(=O)c1ccc(C)cc1 (stereo not given)	-4.2	-2.3	-4	1.3	-1.6	x	4	x	2	-1.2	-2
COCCCN1C(=O)C(=O)/C(=C(/O)c2ccc(S(=O)(=O)N3CCOCC3)cc2)C1c1ccc(Cl)cc1 (stereo not given)	-0.6	1.4	-2	1.2	-1.7	1.1	-3	0.4	-7	1.9	-9
CCOC(=O)C(NS(=O)(=O)c1ccccc1)(C(F)(F)F)P(=O)(OCC(C)C)OCC(C)C (stereo not given)	1.1	-0.7	1	1.6	-0.7	-1.3	0	0.7	2	-0.2	-1
O=C(COc1ccc(S(=O)(=O)N2CCCC2)cc1Cl)NCc1cccnc1	2.0	-0.3	3	-0.2	-1.1	-0.4	-6	-0.1	8	-2.0	0

Bioassay records from PubChem.
